H9c2 TAG inh: inhibitors of triacylglycerol accumulation; inhibition, % at 12.5 µM; H9c2 cells, Nile Red lipid (TAG) fluorescence; cells loaded with 200 µM oleic acid; AID 651582; 0.66% of 230,000 active;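 active = pattern-corrected inhibition of lipid staining of at least 50% with the nuclear-stain viability signal not falling by more than 50%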;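 also: 0% = DMSO wells and 100% = triacsin C control wells; some results filed as inactive read as strong as hits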
H9c2 TAG inh DAPI viability: also measured in H9c2 TAG inh; calls as there; DAPI nuclei signal change (viability), lower = more cytotoxic, %;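 whole-well DAPI fluorescence read on a plate reader as a viability signal; minus 50 percent equals half of cells still viable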
* = called active by the depositor.

SMILES	H9c2 TAG inh	H9c2 TAG inh DAPI viability
Cc1sc2ncnc(N3CCC(C(=O)Nc4nc(-c5ccc(F)cc5)cs4)CC3)c2c1C	26	4
COc1ccc(/C=C/C(=O)Nc2ccc(C(C)=O)cc2)cc1S(=O)(=O)N1CCOCC1	-15	6
O=C(O)CSc1cccc2cccc(C(=O)O)c12	8	8
O=C(CNC(=O)c1ccccc1)N/N=C/c1ccccc1Cl	-3	-1
Cn1c(=O)c2[nH]c(C3CC=CCC3)nc2n(C)c1=O (stereo not given)	-5	5
CC1(C)Cc2c(C#N)c(N3CCN(C(=O)c4ccccc4)CC3)nc(-c3ccco3)c2CS1	-8	1
O=C(NCCc1ccccc1)c1cc2sccc2n1Cc1ccccc1	32	-3
CCOC(=O)CN1C(=O)N[C@@H](c2cccc(C(F)(F)F)c2)C(C(C)=O)=C1C	7	-7
O=C(Nc1nc(-c2ccccn2)cs1)C12CC3CC(CC(O)(C3)C1)C2	0	-4
CC(=O)Nc1ccc(NC(=O)CNC(=O)c2sc3ccccc3c2Cl)cc1	12	-3
Cc1ccccc1OCC(=O)NCC(c1ccco1)N1CCCCC1 (stereo not given)	2	6
CCOc1ccc(S(=O)(=O)NCCC(=O)NC(C)CCc2ccccc2)cc1 (stereo not given)	-1	6
O=C(C1CCCCN1S(=O)(=O)c1ccccc1[N+](=O)[O-])N1CCCCC1 (stereo not given)	-10	-4
COc1cccc(C(=O)N2CCN(C(=O)C3CCCO3)CC2)c1 (stereo not given)	7	2
NC(=O)c1ccc(Nc2ccc([N+](=O)[O-])cc2[N+](=O)[O-])cc1	6	6
O=C(OCC1CCC=CO1)C1CCC=CO1 (stereo not given)	3	-4
Cc1ccc(C(=O)NCC(=O)OCc2nnc(-c3ccc([N+](=O)[O-])cc3)o2)cc1	-16	6
Cc1cc(-c2ccccc2)[nH]c(=O)c1C#N	-7	4
O=C(CN1C2CCCC1CC(NC(=O)c1ccccc1)C2)NC1CC1 (stereo not given)	0	-9
Cc1noc(C)c1COc1cccc(C(=O)OCC(=O)N2CC(=O)Nc3ccccc32)c1	66*	-35*
Cc1cn(CCC(=O)Nc2ccc(N3CCOCC3)cc2)c2ccccc12	-15	-4
O=C(C[C@H]1C/C=C/CC[C@H](Cc2ccc(F)cc2)C(=O)O[C@H](c2ccccc2)CNC1=O)NCCO	6	-10
Cn1c(=O)c2cc(NC(=S)NC3CCCCC3)ccc2n1Cc1cccc(C(F)(F)F)c1	-16	36
Cc1ccc(S(=O)(=O)N2CCN(C(=S)NCC3CCCO3)CC2)cc1 (stereo not given)	4	6
O=C(NCc1ccccc1Cl)C1CCN(S(=O)(=O)c2ccc(F)cc2)CC1	-13	8
SMILES	H9c2 TAG inh	H9c2 TAG inh DAPI viability
C=CCN1C(=O)C(C)NC1=S (stereo not given)	9	-2
Cc1ccc(CNC(=O)CCCc2ccccc2)cc1	-4	-4
O=C(c1cccc(NC2=NC3CS(=O)(=O)CC3S2)c1)N1CCN(c2ccc(F)cc2)CC1 (stereo not given)	-4	-1
Cc1nc(=S)c2c([nH]1)-c1ccccc1CC21CCCCC1	20	-16
O=C(O)CCn1c(-c2ccccc2)cc2c1CCCC2=O	3	1
CCn1c(C)nc2cc(C(=O)N/N=C/c3cccc(O)c3O)ccc21	12	-27
COc1ccc(Br)cc1CN(C)C(=O)c1ccncc1	5	-5
CCc1ccc(CC2(O)CC(C)N(C)CC2C)cc1 (stereo not given)	16	-5
CC(=O)Nc1ccc(NC(=O)/C=C/c2ccccc2)cc1	7	6
NC(CO)c1csc(Nc2ccc(C(=O)c3ccccc3)cc2)n1 (stereo not given)	-4	18
CCOC(=O)N1CCC(NC(=O)C(Cc2ccccc2)NC(=O)c2ccco2)CC1 (stereo not given)	-3	-4
COc1ccc(OC)c(NC(=O)CSc2nc3[nH]c(=O)[nH]c(=O)c3s2)c1	1	3
CCc1ccc(NS(=O)(=O)c2ccc3[nH]cc(C(=O)NCC4CCCO4)c(=O)c3c2)cc1 (stereo not given)	0	-11
O=C(O)CC(NC(=O)C1c2ccccc2Oc2ccccc21)c1ccc(OC2CCCC2)cc1 (stereo not given)	-8	4
O=C(Nc1cccc(Cl)c1Cl)C1CCCO1 (stereo not given)	-1	5
CCOCCCNC(=O)Cn1nc(-c2ccc(OC)c(OC)c2)ccc1=O	10	6
COc1ccc(C2CC(=O)n3nc(C45CC6CC(CC(C6)C4)C5)nc3S2)cc1OC (stereo not given)	4	-4
O=C(Nc1cccc2ccccc12)c1ccc(Cn2cc(Cl)cn2)cc1	-17	14
Cc1ccc(S(=O)(=O)N2CCCC(C(=O)NCCc3ccc4c(c3)OCO4)C2)cc1 (stereo not given)	7	-8
C[C@H](CO)N1C[C@H](C)[C@H](CN(C)C(=O)c2ccccn2)Oc2cc(C#Cc3ccc(F)cc3)ccc2S1(=O)=O	17	-3
Cc1c(C(=O)N2CCN(c3ncccn3)CC2)oc2ccc(F)cc12	-8	-8
C[C@H](CO)N1C[C@H](C)[C@H](CN(C)C(=O)Nc2ccc(F)cc2)OCc2ccccc2-c2c(n(C)c3ccccc23)C1=O	-7	-14
C=CCn1c(SCc2ccccc2Cl)nnc1-c1sc2nc(C)cc(C)c2c1N	10	18
OCCCNc1cc(-c2ccccc2)nc2cc(-c3ccc(F)cc3)nn12	20	76
C/C(=N\NC(=O)c1cc([N+](=O)[O-])cc([N+](=O)[O-])c1)c1ccco1	2	-8
SMILES	H9c2 TAG inh	H9c2 TAG inh DAPI viability
COc1ccc(C2Nc3ccccc3C(=O)N2NS(=O)(=O)c2ccccc2)cc1 (stereo not given)	-3	-2
CCOC(=O)CNC(=O)CSc1nc(C(C)C)nc2c1cnn2-c1ccccc1	1	-10
Cc1ccccc1C(=O)NC1CC2CCCC(C1)N2Cc1ccccc1 (stereo not given)	8	-5
Cc1nc2ccc(-c3nc4ccc(N)cc4[nH]3)cc2[nH]1	6	62
O=c1cc(-c2ccc(O)cc2)oc2c([C@@H]3O[C@H](CO)[C@@H](O)[C@H](O)[C@H]3O)c(O)c([C@@H]3O[C@H](CO)[C@@H](O)[C@H](O)[C@H]3O)c(O)c12	-2	-3
CCOC(=O)C1CCN(C(=O)CN(c2ccc(OC)cc2)S(=O)(=O)c2c(C)noc2C)CC1	1	2
COc1ccc(NCC(=O)n2c(C)c(C)c3ccccc32)cc1OC	8	-9
O=C(COC(=O)c1ccc(O)cc1O)c1ccc2c(c1)OCO2	-18	3
COC(=O)Cn1nc(C)c2ccccc2c1=O	-15	1
COc1ccc(-c2cc3nc(NCc4ccc(C)cc4C)n(C)c(=O)c3s2)cc1OC	14	-7
CN1CCN(C(=O)CN(c2cccc(Br)c2)S(=O)(=O)c2ccccc2)CC1	9	4
O=C(Nc1ccc(F)c(Cl)c1)c1ccc2c(=O)n3c(nc2c1)CCCCC3	32	-16
COc1ccc(C(=O)NNC(=O)c2cccc(S(=O)(=O)N3CCOCC3)c2)cc1	7	-4
CC1(C)COC(c2cccn2Cc2ccccc2Cl)=N1	-7	-8
Cc1ccc(Cn2nc(C)cc2C(=O)Nc2ccc(Cl)cc2)cc1	0	2
CC1CC(C)CN(CCOc2cccc(Cl)c2Cl)C1 (stereo not given)	-8	20
N#Cc1ccc2c(=O)n(-c3ccccc3)sc2c1	7	0
NC(=O)c1ncn([C@@H]2O[C@H](CNCc3ccccc3C#Cc3ccccc3)[C@@H](O)[C@H]2O)n1	1	2
CCCCCN(C(=O)COC(=O)c1ccc(C)cc1)c1c(N)n(CCCC)c(=O)[nH]c1=O	-26	4
O=c1[nH]cnc2c1N=C(c1cccc([N+](=O)[O-])c1)CC(c1ccccc1)N2 (stereo not given)	-1	0
CCNC(=O)NC(=O)C(C)OC(=O)[C@H](C)NS(=O)(=O)c1c(C)c(C)cc(C)c1C (stereo not given in full)	1	5
CNc1nc(N)nc(OC(C(F)(F)F)C(F)(F)F)n1	7	2
O=C(NC(c1ccc(-c2ccccc2)cc1)c1cnccn1)C1CCN(Cc2ccc(Cl)c(Cl)c2)CC1 (stereo not given)	-11	8
O=C(NCCc1ccc(Cl)cc1)Nc1ccc(F)cc1	-17	-10
Cc1ccc(NC(=O)CSC(C)c2nc3ccccc3c(=O)[nH]2)cc1 (stereo not given)	3	-8
SMILES	H9c2 TAG inh	H9c2 TAG inh DAPI viability
O=C(Cc1ccc(Cl)cc1)Nc1ccc2oc(=O)ccc2c1	-15	-2
CN1C[C@@H]2[C@@H]3C(=O)N(Cc4ccccc4)C(=O)[C@@H]3[C@](C)(C1=O)N2C(=O)c1ccc(Cl)cc1	-2	8
CCOC(=O)N1CCC2(O)CCCCC2C1c1ccc(F)cc1 (stereo not given)	-11	-7
CN1CCN(S(=O)(=O)c2ccccc2)CC1	7	0
Cc1nc(C(=O)N2CCc3c([nH]c4ccccc34)C2c2ccccn2)cs1 (stereo not given)	-17	-2
CC[C@@]1(C(=O)OC)N[C@H](CN(C)C(=O)c2ccccc2)[C@@H]2C(=O)N(C)C(=O)[C@@H]21	-6	4
Cc1c(C(=O)O)cnc2c([N+](=O)[O-])cnn12	-5	3
O=C(CCN1CCN(c2ccc(F)cc2)CC1)Nc1ccccc1F	-7	0
COC(=O)[C@H]1CCCN1C(=O)Nc1cccc(Oc2c(F)c(F)c(F)c(F)c2F)c1	2	-7
CCON1C(=O)C(C)(C)N(OCC)C(=O)C1(C)C	4	-1
O=C1CC(N2CCN(c3ccc(F)cc3)CC2)C(=O)N1Cc1ccc(N2CCCC2=O)cc1 (stereo not given)	-9	-1
Cc1ccc2c(c1)Oc1ccccc1C=C2C(=O)O	3	10
CC1CCCN(C(=O)CNC(=O)c2cccs2)C1 (stereo not given)	3	-10
CCCCN1CC(C)(C)[C@H](CC(=O)NC)C1=O	-3	14
CC(C)C(=O)Nc1ccc(C(=O)CSc2nnc(C3CC3)n2C2CC2)cc1	-33	1
CC(C)(C)c1ccc(C(=O)NCC(=O)NCc2ccccn2)cc1	5	-7
CCOC(=O)C(NCc1ccco1)(NC(=O)c1ccc(OC)cc1)C(F)(F)F (stereo not given)	-1	3
COCCCNC(=O)/C(C#N)=C1\N=C(NC(=O)c2cccs2)c2ccccc21	7	-4
Cn1c(Cc2ccccc2)nnc1SCCC(=O)Nc1ccccc1	-45	-4
Cc1ccsc1C(=O)N1CCN(S(=O)(=O)c2cccs2)CC1	0	-10
C#CCn1cc2c(c1-c1ccccc1)c(=O)n(C)c(=O)n2C	-8	4
C/C(=N\Nc1ccccn1)c1cccs1	5	-1
CCOC(=O)N1CCN(C(=O)CS(=O)Cc2nc(-c3cccc(C)c3)oc2C)CC1 (stereo not given)	-8	0
Cc1cnc(C(=O)OCC(=O)N2CC(C)CC(C)C2)cn1 (stereo not given)	7	2
Cc1nn(CC(=O)N2c3ccccc3NC(=O)C2(C)C)c(C)c1[N+](=O)[O-]	6	3
SMILES	H9c2 TAG inh	H9c2 TAG inh DAPI viability
COc1ccccc1NC(=S)N(CCN(C)C)C(C)c1ccncc1 (stereo not given)	-8	12
Cc1ccc(N2C(=S)SC3CS(=O)(=O)CC32)cc1 (stereo not given)	-11	1
O=C(COC(=O)c1ccccc1C(F)(F)F)NC(=O)NCc1ccco1	-3	3
O=C(Nc1cccnc1)c1cccc(-c2cc3ccccc3oc2=O)c1	-13	29
CC1(C)OC(=O)C(=CNc2ccc(F)cc2)C(=O)O1	-15	-4
Cc1ccc(-c2nc3c(c(=O)[nH]c(=O)n3Cc3ccccc3)n2C)o1	16	-14
COC(=O)CSc1nc2ncccc2[nH]1	8	-10
COc1ccccc1NS(=O)(=O)c1cccc(C(=O)NN=C2CCCC2)c1	0	6
CC(NC(=O)C1C(=O)N(CCO)C2(C)CC1c1ccccc1O2)c1ccccc1 (stereo not given)	28	-5
Cc1ccc(CN2CCN(/N=C/C(Br)=C\c3ccccc3)CC2)cc1	-5	8
S=c1[nH]nc(-c2ccncc2)n1/N=C/C=C/c1ccco1	-4	5
COC(=O)Cn1c(CN2CCc3ccccc3C2)nc2c1c(=O)n(C)c(=O)n2C	-2	-7
CCC1(C(=O)O)NC(c2cccc(OC)c2O)C2C(=O)N(c3ccccc3)C(=O)C21 (stereo not given)	-1	0
O=C(O)CC1(CC(=O)NCc2ccc(-c3cccs3)cc2)CCCCC1	10	6
COc1ccc(N=C2CCS(=O)(=O)c3sccc32)cc1	7	0

A different layout for part of the listing above.
Structure | H9c2 TAG inh | H9c2 TAG inh DAPI viability
CC1(C)OC(=O)C(=CNc2ccc(F)cc2)C(=O)O1 | -15 | -4
O=C(O)CC1(CC(=O)NCc2ccc(-c3cccs3)cc2)CCCCC1 | 10 | 6
S=c1[nH]nc(-c2ccncc2)n1/N=C/C=C/c1ccco1 | -4 | 5
CC(NC(=O)C1C(=O)N(CCO)C2(C)CC1c1ccccc1O2)c1ccccc1 (stereo not given) | 28 | -5
Cc1ccc(-c2nc3c(c(=O)[nH]c(=O)n3Cc3ccccc3)n2C)o1 | 16 | -14

Compound profiles, from the list above. Order of values: H9c2 TAG inh, H9c2 TAG inh DAPI viability
Cc1ccc(-c2nc3c(c(=O)[nH]c(=O)n3Cc3ccccc3)n2C)o1 as listed: 16, -14
S=c1[nH]nc(-c2ccncc2)n1/N=C/C=C/c1ccco1 as listed: -4, 5
O=C(O)CC1(CC(=O)NCc2ccc(-c3cccs3)cc2)CCCCC1 as listed: 10, 6
O=C(Nc1cccnc1)c1cccc(-c2cc3ccccc3oc2=O)c1 as listed: -13, 29
O=C(COC(=O)c1ccccc1C(F)(F)F)NC(=O)NCc1ccco1 as listed: -3, 3

A portion of the library, so the mix of outcomes need not match the whole.
